KDM5B inh: KDM5B demethylase inhibition. Q9UGL1. KDM5B demethylase, FDH-coupled NADH fluorescence (FDH is formaldehyde dehydrogenase). Potency, µM (titrated, usually from 57.7 µM), inactives show top-dose activity change, negative = inhibition, hits mostly inhibitors. 2.6% of 220,000 active; active means well fitted inhibition curve with a large enough effect; inconclusive means small, poorly fitted or top-dose-only effect; inactive means no such curve, though single readings can be large or run the other way; further: 0% is about no effect; nearly all actives have a fitted effect of over 70% in size
Target sequence (Q9UGL1 whole entry, looked up): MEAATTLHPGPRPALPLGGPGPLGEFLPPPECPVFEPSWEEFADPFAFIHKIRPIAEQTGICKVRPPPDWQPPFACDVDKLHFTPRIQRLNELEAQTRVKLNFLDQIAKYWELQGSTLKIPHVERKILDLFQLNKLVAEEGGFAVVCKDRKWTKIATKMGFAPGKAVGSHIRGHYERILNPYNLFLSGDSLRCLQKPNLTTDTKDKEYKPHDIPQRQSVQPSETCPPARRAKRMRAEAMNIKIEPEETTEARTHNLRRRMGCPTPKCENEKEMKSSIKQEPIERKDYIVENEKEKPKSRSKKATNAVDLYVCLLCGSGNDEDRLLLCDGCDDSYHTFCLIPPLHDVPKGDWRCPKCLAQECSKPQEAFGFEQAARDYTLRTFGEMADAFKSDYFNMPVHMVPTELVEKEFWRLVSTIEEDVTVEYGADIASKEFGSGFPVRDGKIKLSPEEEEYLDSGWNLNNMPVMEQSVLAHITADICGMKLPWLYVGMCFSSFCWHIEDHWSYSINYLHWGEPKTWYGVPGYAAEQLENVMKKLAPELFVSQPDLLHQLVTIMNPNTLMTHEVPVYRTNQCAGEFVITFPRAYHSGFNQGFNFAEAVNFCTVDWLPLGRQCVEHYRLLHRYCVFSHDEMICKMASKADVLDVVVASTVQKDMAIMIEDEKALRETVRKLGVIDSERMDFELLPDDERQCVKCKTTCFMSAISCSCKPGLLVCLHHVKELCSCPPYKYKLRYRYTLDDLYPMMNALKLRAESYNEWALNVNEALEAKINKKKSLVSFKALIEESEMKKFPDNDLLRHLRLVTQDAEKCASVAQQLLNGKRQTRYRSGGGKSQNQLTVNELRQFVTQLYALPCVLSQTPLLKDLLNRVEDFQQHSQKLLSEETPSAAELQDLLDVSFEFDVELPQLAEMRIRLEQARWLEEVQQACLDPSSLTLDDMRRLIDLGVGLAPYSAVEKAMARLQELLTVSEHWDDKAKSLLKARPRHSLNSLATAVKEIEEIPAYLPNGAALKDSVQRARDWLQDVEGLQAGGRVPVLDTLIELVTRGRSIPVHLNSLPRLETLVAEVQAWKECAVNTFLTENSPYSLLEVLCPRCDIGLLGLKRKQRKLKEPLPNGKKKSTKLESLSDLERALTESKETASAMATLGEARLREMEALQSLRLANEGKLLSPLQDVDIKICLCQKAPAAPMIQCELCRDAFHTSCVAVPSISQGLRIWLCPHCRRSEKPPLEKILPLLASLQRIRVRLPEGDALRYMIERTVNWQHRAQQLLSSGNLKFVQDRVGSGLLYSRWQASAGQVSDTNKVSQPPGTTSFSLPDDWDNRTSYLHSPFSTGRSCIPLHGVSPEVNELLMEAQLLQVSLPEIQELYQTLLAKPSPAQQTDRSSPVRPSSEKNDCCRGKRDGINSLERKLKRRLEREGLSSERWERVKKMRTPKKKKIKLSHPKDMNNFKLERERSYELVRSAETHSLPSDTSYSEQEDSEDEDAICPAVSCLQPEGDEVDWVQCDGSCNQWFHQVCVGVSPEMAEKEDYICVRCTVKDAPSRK
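qHTS format, multiple compound concentrations. Buffer 50 mM HEPES pH 7.5/0.01% Tween-20; 200 nM KDM5BΔAP final; 10 min compound preincubation; substrate-mix levels 12.5 µM peptide, 25 µM α-KG, 0.25 mM NAD⁺; 30 min RT; ΔRFU.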
* hit, by the source's call; ? = inconclusive; [ ] = another dose, or the depositor's remark. Potency means the concentration at half of the fitted maximal effect.

SMILES	KDM5B inh
Oc1ccc(/C=N/Nc2ccc(Cl)nn2)cc1O	?
CCCN1CCN(CCCNc2nc(-c3ccc(OC)cc3)nc3ccccc23)CC1	?
Cc1ccc(C(CC(=O)Nc2ccc(C)cc2C)N2Cc3ccccc3C2=O)cc1 (stereo not given)	?
Cc1nn(C)c(C)c1CCC(=O)N[C@@H]1CN(c2ccncn2)C[C@H]1CN(C)C	13.0%
CCCCCCn1c(N2CCOCC2)nc2c1c(=O)[nH]c(=O)n2C	8.9%
CCc1nn(CCCC(=O)NC(C)c2ccccc2)c(=O)c2cc3occc3n12 (stereo not given)	7.3%
Cc1nccnc1N1C[C@H](NC(=O)CN2CC(=O)NC2=O)[C@@H](C2CC2)C1	-9.1%
COc1ccc(CN2C[C@@H](CN3CCCCC3)[C@@H](CO)C2)cc1O	?
Cc1ccc(C(=O)NCCC23CC4CC(CC(C4)C2)C3)cc1	-16.9%
CC(=O)c1cccc(NC(=O)CSc2ncc(-c3ccc(F)cc3)o2)c1	18.6%
CN1CCN(c2nc3ccccc3nc2C(=O)Nc2ccccc2)CC1	-7.9%
O=C(O)C1CCc2sc(C(=O)N3CCCC3)cc2C1 (stereo not given)	-14.6%
CN1CC2(CCN(C(=O)CC3CCCCC3)CC2)CC1C(=O)N1CCOCC1 (stereo not given)	-3.7%
C[C@@H](NC(=O)N1CCC(n2cc(CO)nn2)CC1)c1ccc(F)cc1	25.5%
Cc1ccccc1OCC(=O)NC1CCN(c2cc(-c3ccccc3)[nH]n2)CC1	?
O=C(NCc1cc(F)ccc1F)C1CN(S(=O)(=O)c2cccnc2)CC12CCCCC2 (stereo not given)	5.7%
O=C(NC1CCCCC1)c1ccc2c(c1)N(Cc1ccccc1Cl)C(=O)c1ccccc1S2	-13.5%
COc1cc(OC)c(NC(=O)Cn2nc3ccc(SC4CCCCC4)nn3c2=O)cc1Cl	16.7%
Cc1cccc(NC(=O)CC2=C3CCCCC3N(C)C2=O)c1 (stereo not given)	19.6%
COc1cc(OC)c(OC)cc1/C=C/C(=O)c1ccc(OC(F)F)cc1	-6.7%
O=C(c1cnccn1)N1CC(F)(F)C[C@H]1c1nc(-c2ccccc2)no1	6.7%
O=C(c1cc(F)ccc1Cl)N1CCC(Cc2nc(-c3ccccc3)no2)CC1	-26.2%
COc1ccc2cc(-c3cc(C(=O)O)c4ccccc4n3)ccc2c1	?
CCOc1ccc(NC(=O)C(c2ccccc2)c2ccccc2)c2cccnc12	4.5%
COc1cc(NC(=O)CC[C@H]2NC(=O)c3ccccc3NC2=O)ccc1-n1nc(C)cc1C	-1.3%
COc1cccc(CNC(=O)Cn2ccc3cc(S(=O)(=O)N4CCCC4)ccc32)c1OC	0.1%
CN1C[C@@H](NC(=O)c2ccc3ccccc3c2)C[C@H]1c1nc(-c2ccc3c(c2)OCO3)no1	?
Cc1ccc(C)c(N2CCN(C(=O)c3ccc4c(=O)n(CCc5ccccc5)c(=O)[nH]c4c3)CC2)c1	0.2%
Cc1noc(C)c1CN1CCc2ncc(C(=O)Nc3ccccc3)n2CC1	-16.9%[86.2 µM]
Cc1ccc2c(CN3C(=O)c4ccccc4S3(=O)=O)cc(=O)oc2c1C	4.2%
COc1ccccc1NC(C)(C)c1nnnn1-c1ccc(OC)c(OC)c1	-14.3%
CCN(CC)CCCNC(=O)c1nn(-c2ccc(OC)c(Cl)c2)c(=O)c2c1c1ccccc1n2C	?
COc1cccc(CN(C)C(=O)c2cccc(OCc3ccccc3)c2)c1	-1.4%
COC(=O)c1ccc(OC)c(Cn2c(=O)n(-c3cccc(Cl)c3)c(=O)c3c4c(sc32)CN(C(C)=O)CC4)c1	5.5%
N#CC1=C(N)N(c2cccc(F)c2)C2=C(C(=O)OC2)C12C(=O)N(Cc1ccccc1F)c1ccccc12 (stereo not given)	17.4%
COCCCNC(=O)C(NC(=O)c1cccc(C)c1)C1CCN(C(=O)c2ccccc2)CC1 (stereo not given)	-18.2%

Part of the list above, comma-delimited:
SMILES,KDM5B inh
COCCCNC(=O)C(NC(=O)c1cccc(C)c1)C1CCN(C(=O)c2ccccc2)CC1 (stereo not given),-18.2%
COc1ccccc1NC(C)(C)c1nnnn1-c1ccc(OC)c(OC)c1,-14.3%
COc1cc(NC(=O)CC[C@H]2NC(=O)c3ccccc3NC2=O)ccc1-n1nc(C)cc1C,-1.3%
COC(=O)c1ccc(OC)c(Cn2c(=O)n(-c3cccc(Cl)c3)c(=O)c3c4c(sc32)CN(C(C)=O)CC4)c1,5.5%

More results:
SMILES	KDM5B inh
N#Cc1ccc(/C=C2\Oc3cc(O)ccc3C2=O)cc1	23.5%
CCCCCCc1ccc(-c2ccc(CCCCCC)cn2)cc1	-6.8%
CC(CN1CCCC1)OC(=O)c1ccc(Br)cc1 (stereo not given)	-21.0%
Cc1cc(OCC(=O)N2CCCCC2CCN2CCOCC2)ccc1Cl (stereo not given)	-0.8%
C=C(C)Cn1c(SCCOCC)nc2c1c(=O)[nH]c(=O)n2C	-0.8%
CC(C)Cc1nnc2sc(-c3cc4ccccc4[nH]3)nn12	?
O=Cc1cc(Cl)ccc1O	16.4%
CCNC(=O)C1CCN(Cc2nnnn2-c2ccccc2)CC1	-3.3%
CC[C@H]1CN(S(=O)(=O)c2ccc(OC)cc2)CC[C@H]1CC(=O)NCc1ccc(OC)cc1	-0.9%
Cc1nc(N2CCOCC2)c2c(C(=O)NCCc3ccccc3)c(C)oc2n1	-8.3%
Cc1noc(C)c1-c1cnc(Nc2cccc(C(F)(F)F)c2)c2c1CCO2	35.5µM*
Cc1ccc(NC(=O)C(C)N2CCc3ccccc3C2)cc1 (stereo not given)	-26.8%
Cc1cccc(-n2cccc2C=O)c1C	2.0%
Cn1ncc(N2CCCC(CC(=O)Nc3ccccc3F)C2)cc1=O (stereo not given)	4.5%
Cc1c(C(=O)Nc2ccccc2Cl)sc2ncnc(N(C)C3CCCCC3)c12	-28.3%
COc1ccc(CCNC(=O)c2cccc([N+](=O)[O-])c2)cc1OC	38.0%
Cc1ccc(C2(O)CCN(c3nccc(CCC(F)(F)F)n3)CC2)nc1	22.4µM*
Cc1ccc(-c2nnc(N3CCCCC3)c3ccccc23)cc1	-19.4%
CC(C)C[C@@H]1N[C@H](C(=O)NCC2CC2)Cc2c[nH]c3cccc1c23	41.7%[activator][86.2 µM]
CC(C)C(=O)Nc1ccc2c(ccn2CCN2CCOCC2)c1	8.4%
COc1ccccc1CNC(=O)CCc1nnc2ccc(NCc3ccc4c(c3)OCO4)nn12	-36.9%
O=C(NCc1ccc(Cl)cc1)c1ccc2oc(=O)n(Cc3ccccc3)c2c1	-15.0%
CS(=O)(=O)N1CCCN(Cc2cccc(C#N)c2)CCNC(=O)CC1c1ccccc1 (stereo not given)	-23.7%
O=C(Nc1ccc(Cl)cc1)c1cc(-c2ccc[nH]2)n[nH]1	7.0%
Cc1ccccc1NC(=O)Nc1nnc(N(C)Cc2ccccc2)s1	4.4%
Cn1cnc(S(=O)(=O)N2CCC(N(C(=O)C3CC3)C3CCOCC3)CC2)c1	27.9%
CCOc1ccc(C(=O)Nc2ccc(O)c(-c3nc4ccccc4o3)c2)cc1Cl	-4.7%
CC1(C)Cc2c(sc3c2c(=O)n(CCCO)c(=O)n3Cc2ccccc2)CO1	15.1%
COc1ccc(-c2csc3ncn(-c4ccccc4)c(=O)c23)cc1OC	-5.3%
CSc1oc(-c2ccco2)nc1S(=O)(=O)c1ccc(C)cc1	-14.7%
CN(C)c1nccnc1OC1CCN(C(=O)CCCc2ccccc2)C1 (stereo not given)	-12.0%
Cn1nc(N2CCC(NC(=O)c3ncccn3)CC2)ccc1=O	?
N#C/C(=C\c1ccc(OC(=O)c2ccc(Br)cc2)cc1)C(=O)Nc1ccccc1C(F)(F)F	?
COc1cccc(CNC(=O)CCS(=O)(=O)c2cc3c(cc2C)NC(=O)CO3)c1	-11.7%
O=C(Nc1ccc(S(=O)(=O)N2CCCCC2)cc1)C1CC1	32.1%
COc1ccc(C2C(C#N)=C(N)Oc3n[nH]c(-c4ccc(C)cc4)c32)cc1O (stereo not given)	0.0%
O=S1(=O)c2ccccc2Nc2ccccc21	-1.8%
CC(=O)NCC(=O)N1Cc2ccccc2CC2(CCCN(C)C2)C1 (stereo not given)	20.0%[149 µM]
Cc1cc(N2CCC(C(=O)Nc3ccccc3Cl)CC2)n2nc(C)c(-c3ccc(Cl)cc3)c2n1	-21.0%
COc1cc(C(=O)Oc2c(Sc3ccccc3)c(C)nn2-c2ccccc2)cc(OC)c1OC	?
Fc1ccc(NC(=S)NCC(c2ccccc2)c2ccccc2)cc1	-19.1%
O=C(COc1ccccc1C(=O)Nc1ccccc1)NC(=O)NCc1ccco1	-9.6%
COc1cc2[nH]c(=S)nc(NCc3ccc(Cl)cc3)c2cc1OC	70.1%[activator]
CN(C)Cc1nnc(C2CC(NC(=O)c3ccc4c(c3)CCC4)C2)n1C (stereo not given)	-10.3%
CCc1cccc(NC(=O)Cn2c(=O)n3nc(-c4cccc(F)c4)nc3c3ccccc32)c1	-5.7%
COc1ccc(C(=O)N2CCCC(c3nc(-c4ccccc4)no3)CCNC(=O)CC2)c(OC)n1 (stereo not given)	31.8%[activator]
CC(C)N(Cc1ccccc1)C(=O)c1ccc2nsnc2c1	-5.2%
CCN(c1ccccc1)S(=O)(=O)c1nnc(NC(=O)COc2cccc(C)c2)s1	5.8%
Cc1c(C(=O)Nc2cccc(S(=O)(=O)N3CCCC3)c2)oc2c(F)cccc12	-27.0%
C[C@H](C(=O)N1CCCC1)[C@@H]1CC[C@@]2(C)Cc3sc(-c4ccsc4)nc3[C@@H](C)[C@@H]2[C@H]1O	?
Cc1nc2scc(CC(=O)N3CCOCC3)n2c(=O)c1-c1cc(C)n(-c2ccc(C(C)C)cc2)n1	25.1µM*
Cc1ccc(Cl)cc1NC(=O)c1oc2ccc(S(=O)(=O)N3CCCCC3)cc2c1C	-20.9%
Cc1oc2c(c1C(=O)N1CCN(c3ccccc3)CC1)CN(Cc1ccc(F)cc1)CC2	?
Cc1c(-c2ccccc2)[nH]c2c(CNC(=O)CN3C(=O)CNC3=O)cc(Cl)cc12	?
COc1ccc(NC(=O)C(=O)NCCc2csc3nc(-c4ccccc4F)nn23)cc1OC	-9.4%
Brc1ccc(-c2ccnc3nc(-c4cccs4)nn23)s1	?
CCCC12CN(C(C)=O)CC(C)(CN(C(C)=O)C1)C2=O	30.7%[activator]
COc1ccc(-c2nc(C(=O)NCc3cccnc3)n3ccccc23)cc1	28.2µM*
CC(NS(=O)(=O)c1ccccc1F)C(=O)Nc1cccc(C(C)C)c1 (stereo not given)	11.3%
COc1ccccc1Nc1nc(N)nc(N)c1S(=O)(=O)c1ccccc1	?
Following part.
SMILES	KDM5B inh
Nc1ccc2c(c1Cl)C(=O)c1ccc(N)c(Cl)c1C2=O	-6.5%
O=C1CC(c2ccccc2)N(Cc2ccncc2)CCCN(CC2CCCCC2)CCN1 (stereo not given)	?
Cc1ccc(CSc2nnc(CCNC(=O)OC(C)(C)C)o2)cc1	-27.3%
COC[C@@H]1[C@H](C(=O)N2CCN(c3ccccn3)CC2)CCC(=O)N1C	?
CC1(CCCCN2CCOCC2)COc2ccc(C(=O)Nc3cccc(Cl)c3)cc2N1 (stereo not given)	?
Cn1nccc1C(=O)N1CCC(Oc2ccccc2)C1 (stereo not given)	3.5%
COc1cccc(N2C(=O)NC(=NC3CCCC3)C23CCN(C(=O)c2ccccc2OC)C3)c1 (stereo not given)	-0.6%[115 µM]
Cc1oc2ncn(C)c(=O)c2c1C(=O)N1CCN(c2cccc(C(F)(F)F)c2)CC1	?
Cc1cc2oc(=O)c(CC(=O)O)c(C)c2c2occ(-c3ccc(F)cc3)c12	11.4%
CCOc1ccccc1NC(=O)N1C[C@H](Oc2ccccc2)C[C@@H]1C(=O)N1CCOCC1	17.2%
CC1CCN(C(=O)c2ccccc2OCC2CCCN(Cc3cncs3)C2)CC1 (stereo not given)	-9.3%
O=C(c1cc(=O)c2ccccc2o1)N1CCN(c2cccc(Cl)c2)CC1	-13.9%
C[C@]1(CO)[C@H]2Cc3sc(NC(=O)c4ccc(F)cc4)nc3[C@@H](CC(=O)NC3CC3)[C@]2(C)CC[C@H]1O	1.6%
CCCN(CC1CC1)C(=O)C1CCC(=O)N(CCc2ccc(Cl)cc2)C1 (stereo not given)	-7.8%
O=S(=O)(NCC(c1ccco1)N1CCN(c2ccc(F)cc2)CC1)c1ccccc1 (stereo not given)	-16.7%
O=C(Cn1nc2c(cc1=O)CCCCC2)NCc1ccc(C(=O)O)cc1	-15.9%
CCC(=O)N1CCc2cc(Br)cc(S(=O)(=O)CCC(=O)NCc3ccc(Cl)cc3)c21	-0.8%
CCc1cc(C(=O)OCC(=O)N2CCC(c3ccccc3)=N2)sc1C	-24.4%
COc1ccc(-n2c(/C=C/c3c(C)[nH]c4ccccc34)nc3ccccc3c2=O)cc1	-27.2%
O=C(NCc1ccccc1)c1cc2cc(Cl)ccc2[nH]1	-8.8%
CCOc1ccc(NC(=O)CSc2oc(-c3ccc(F)cc3)nc2S(=O)(=O)c2ccc(C)cc2)cc1	-15.1%
Cc1cccc(OC2(C(=O)O)CCN(c3cncc(C(N)=O)n3)CC2)c1	?

Part of the list above, with the structure last.
KDM5B inh	canonical_smiles
-8.8%	O=C(NCc1ccccc1)c1cc2cc(Cl)ccc2[nH]1
-15.1%	CCOc1ccc(NC(=O)CSc2oc(-c3ccc(F)cc3)nc2S(=O)(=O)c2ccc(C)cc2)cc1
-0.8%	CCC(=O)N1CCc2cc(Br)cc(S(=O)(=O)CCC(=O)NCc3ccc(Cl)cc3)c21
-24.4%	CCc1cc(C(=O)OCC(=O)N2CCC(c3ccccc3)=N2)sc1C
-7.8%	CCCN(CC1CC1)C(=O)C1CCC(=O)N(CCc2ccc(Cl)cc2)C1 (stereo not given)
-27.2%	COc1ccc(-n2c(/C=C/c3c(C)[nH]c4ccccc34)nc3ccccc3c2=O)cc1
?	Cc1cccc(OC2(C(=O)O)CCN(c3cncc(C(N)=O)n3)CC2)c1

From PubChem BioAssay

An excerpt; the hit share may differ from the screen's.
